Jurkat NFkB inh = inhibitors of the PMA/ionomycin-induced NF-kB reporter in Jurkat cells. PMA/ionomycin-induced NF-kB luciferase reporter, luminescence. inhibition, % at 4 µM. 330,000 tested, 0.53% active; in the data active = inhibition above about 50%
Mdm2-MdmX inh = inhibitors of human Mdm2/MdmX interaction; SaOS-2 split-luciferase Mdm2/MdmX complementation, luminescence; inhibition, % at 8 µM; 330,000 tested, 3% active; AID 485346;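 active = inhibition of at least 50% at 8 µM in the primary screen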
Target sequence (O15151 whole entry, looked up): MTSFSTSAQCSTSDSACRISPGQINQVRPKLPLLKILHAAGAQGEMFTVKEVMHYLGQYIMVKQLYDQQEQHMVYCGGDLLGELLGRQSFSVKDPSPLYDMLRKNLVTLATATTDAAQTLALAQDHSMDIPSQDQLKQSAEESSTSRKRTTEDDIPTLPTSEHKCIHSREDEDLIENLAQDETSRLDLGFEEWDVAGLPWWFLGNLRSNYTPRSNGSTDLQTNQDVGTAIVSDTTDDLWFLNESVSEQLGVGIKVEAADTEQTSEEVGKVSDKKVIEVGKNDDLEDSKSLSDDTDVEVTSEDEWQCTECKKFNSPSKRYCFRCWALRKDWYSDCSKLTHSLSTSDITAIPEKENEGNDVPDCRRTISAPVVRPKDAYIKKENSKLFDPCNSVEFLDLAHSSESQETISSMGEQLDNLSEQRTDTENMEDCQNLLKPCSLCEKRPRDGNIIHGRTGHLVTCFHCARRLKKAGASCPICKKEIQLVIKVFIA
Target sequence (Q00987 whole entry, looked up): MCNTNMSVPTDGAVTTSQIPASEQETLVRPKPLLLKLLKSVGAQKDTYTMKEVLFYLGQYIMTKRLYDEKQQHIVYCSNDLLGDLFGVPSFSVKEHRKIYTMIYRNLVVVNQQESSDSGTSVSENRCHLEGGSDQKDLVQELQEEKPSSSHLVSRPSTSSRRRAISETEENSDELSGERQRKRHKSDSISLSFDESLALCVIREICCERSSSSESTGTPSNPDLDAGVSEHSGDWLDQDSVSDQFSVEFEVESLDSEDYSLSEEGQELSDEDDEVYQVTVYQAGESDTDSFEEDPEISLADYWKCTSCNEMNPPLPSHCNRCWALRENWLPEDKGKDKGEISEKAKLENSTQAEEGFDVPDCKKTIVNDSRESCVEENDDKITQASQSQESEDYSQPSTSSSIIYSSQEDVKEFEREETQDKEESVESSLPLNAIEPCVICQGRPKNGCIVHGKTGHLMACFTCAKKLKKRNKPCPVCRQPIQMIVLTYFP
APJ agonist = activates the human apelin receptor APJ | P35414 | CHO-K1 APJ PathHunter beta-arrestin, luminescence; 0% DMSO wells, 100% apelin | activation, % at 20 µM | 330,000 tested, 0.11% active | AID 2520;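 active = activation more than six SD over the plate average, tested at 20 µM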;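 note: 0% = DMSO alone and 100% = apelin-13 at 10 nM; some results filed as inactive read as strong as hits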
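Material: engineered CHO-K1 APJ arrestin reporter cells; amount: 1000 CHO-K1 reporter cells seeded per well; incubation: compound stimulation 90 min at 25 °C, detection 60 min; signal: luminescent beta-gal fragment complementation, chemiluminescent substrate; read-out basis: APJ agonist activity; controls: DMSO-only wells as negative, 10 nM Apelin-13 as positive control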
UPR CHOP act = activators of apoptotic arm of unfolded protein response (CHOP); CHO-CHOP luciferase reporter, UPR activation, luminescence; percent of tunicamycin response over DMSO baseline; activation, % at 10 µM; 330,000 tested, 0.34% active; AID 449763;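 active = at 10 µM dose, activation of 40% or more, normalized to positive control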;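 note: 100% = tunicamycin at 10 µg/mL and 0% = DMSO alone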
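System: CHO-CHOP luciferase reporter cell line; amount: 500 cells/well; buffer or medium: F12 medium containing 10% fetal bovine serum; incubation: 6 h compound exposure at 37 °C after overnight seeding; measured by: luciferase luminescence after 10 min with Steady-Glo reagent; evaluation: % reporter activation, DMSO baseline versus tunicamycin full activation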
tim23-1 inh = tim23-1 yeast growth inhibition; 330,000 tested, 1.3% active; inhibition, % at 20 µM; S. cerevisiae tim23-1 growth, BacTiter-Glo luminescence, 24 h;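 active = growth inhibition of the mutant yeast at or above 50%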;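 note: temperature-sensitive mutant grown at 25 °C; plate controls were DMSO-treated mutant yeast for no effect and medium wells lacking yeast for full effect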
697 NFkB inh = lowers PMA/ionomycin-induced NF-kB signal in 697 B cells; 697 B-cell NF-kB luciferase reporter, 16 h; inhibition, % at 4 µM; 330,000 tested, 0.33% active; in the data active = inhibition above about 35%
XBP1 UPR activ = adaptive UPR (XBP1) activation; activation, % at 20 µM; 330,000 tested, 0.33% active; CHO-XBP1 luciferase reporter, IRE1-XBP1 UPR activation, luminescence; percent of tunicamycin response, DMSO as zero; AID 463104;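 active = versus positive control, 20 µM dose yields 30% or more activation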;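 note: 100% = tunicamycin at 10 µg/mL and 0% = DMSO only wells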
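assay system = CHO-XBP1 luciferase reporter cells | amount = 1000 cells/well | buffer or medium = F12 plus 10% FBS | compound dosing = single point, 20 µM final compound, 1% DMSO | incubation = 16-18 h cell attachment at 37 °C, then 6 h compound exposure | detection = Steady-Glo luminescence read | controls = tunicamycin 10 µg/mL and vehicle-only wells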
APJ antagonist = blocks the human apelin receptor APJ; P35414; CHO-K1 APJ beta-arrestin complementation, luminescence; inhibition, % at 20 µM; 330,000 tested, 0.32% active; AID 2521;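 active = inhibition above about 40% at 20 µM, limit read from the data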;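 note: cells challenged with 10 nM apelin-13 agonist together with compound; plate controls were apelin-13 plus DMSO wells for no effect and DMSO wells lacking apelin-13 for full effect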
* hit, by the source's call.

The line under a structure holds: Jurkat NFkB inh	Mdm2-MdmX inh	APJ agonist	UPR CHOP act	tim23-1 inh	697 NFkB inh	XBP1 UPR activ	APJ antagonist
O=C(NCc1ccccc1)C(c1ccccn1)N(C(=O)c1csnn1)c1ccccc1F (stereo not drawn)
 : 2	18	2	-0.2	9	5	-5	-5
O=C(Nc1cccnc1)c1cccs1
 : -10	77*	2	-0.1	12	2	-4	6
O=C(C1CCCN(S(=O)(=O)c2ccccc2)C1)N1CCCc2ccccc21 (stereo not drawn)
 : -5	15	-4	-2.1	22	-7	-2	-7
CCOc1ccccc1OCCCCCc1c(C)n[nH]c1C
 : 2	11	0	-2.8	4	-28	-2	-8
Cc1ccc(N=C2NC(=O)/C(=C/C=C/c3ccco3)S2)cc1C
 : 3	8	-1	4.4	-3	2	1	10
O=C(CSc1ncnc2c1oc1ccccc12)Nc1nccs1
 : 15	18	-1	1.4	2	16	-2	24
Cc1ccc(Cn2c(SCC(=O)N/N=C/c3ccccc3OCC(=O)O)nc3ccccc32)cc1
 : -2	-3	-5	1.1	18	4	-3	16
Cc1cccc(N(Cc2ccccc2)C(=O)c2ccc(CS(C)(=O)=O)cc2)c1
 : 5	17	1	-0.1	23	-11	-1	-41
Cc1nn(Cc2ccc([N+](=O)[O-])cc2)c(=O)n1-c1ccc(Cl)cc1
 : -4	-8	-2	-0.3	4	-6	-2	5
O=C1CC(/C=C/c2ccccc2)(C(=O)NC2CCCC2)N1c1ccc(S(=O)(=O)N2CCCC2)cc1 (stereo not drawn)
 : 5	-9	-2	-1.5	27	-9	-1	-4
COc1ccc(CN2CCCCCC2)c(C)c1C
 : 9	-5	-4	-0.8	-4	10	0	-4
O=C(/C=C/c1ccco1)NC(=S)Nc1ccc(N2CCCC2)cc1
 : -6	61*	-2	0.5	18	9	-1	8
O=C(NCCN1CCCC1=O)C1CCC(=O)N(CCc2ccc(Cl)cc2)C1 (stereo not drawn)
 : -11	8	-5	0.1	4	2	-2	-39
CCC(C(=O)NCc1ccccn1)n1c2ccccc2c2nc(=O)cc(C)n21 (stereo not drawn)
 : -16	29	2	0.4	14	-3	-4	-9
CCOC(=O)C1=C(CN2CCN(C(=O)c3ccco3)CC2)NC(=O)NC1c1ccc(OC(C)C)cc1 (stereo not drawn)
 : 5	24	-2	0.8	5	-12	-7	9
CSc1cccc(CN2CCCC(CNC(=O)c3ccc(F)cc3)C2)c1 (stereo not drawn)
 : 18	17	-2	-0.3	-3	11	0	-18
CN(Cc1ccc(F)cc1)C(=O)C(c1ccccc1)c1ccccc1
 : -2	9	-3	-0.4	11	-4	-5	13
COc1cc2ccccc2cc1C(=O)NC(=S)Nc1cccc(C(=O)O)c1
 : 2	-13	-3	2.6	18	-38	-1	13
Cc1cc(Cl)c(S(=O)(=O)N2CCSCC2)cc1OCC(N)=O
 : 5	-7	1	-1.0	6	13	-2	2
COc1ccc(Cc2nc3ccc(C(=O)NCC4COCCO4)cc3o2)cc1OC (stereo not drawn)
 : 11	-2	0	3.2	2	-8	1	-8
O=C(CN1CCC(N2CCCCC2)CC1)N1CCCc2ccccc21
 : 2	2	-5	1.0	-1	-1	0	2
CC(C)OC(=O)c1cccc(-c2ccc(C=O)o2)c1
 : -8	-43	2	7.7	22	-35	0	7
COc1cccc(C(=O)NCCS(=O)(=O)NC2CCCC2)c1
 : 2	-5	-1	-1.5	6	15	-2	-11
Clc1ccc(C2=CSC3=NCCN23)cc1Cl
 : -12	32	-1	-1.6	-2	0	-4	7
CCOC(=O)C(=O)N1CCN(c2nc(-c3ccc(Cl)cc3)cs2)CC1
 : 4	-4	-2	-1.3	25	9	-5	6
CC1(c2ccc3c(c2)OCO3)NC(=O)N(CC(=O)c2ccc[nH]2)C1=O (stereo not drawn)
 : -6	5	-3	0.3	-19	10	-3	5
COc1ccc(/C=N/NC(=O)c2cc(-c3cccnc3)nc3ccccc23)c(OC)c1
 : 9	0	-1	-1.0	2	5	-1	-14
CCS(=O)(=O)N1Cc2ccccc2CC1C(=O)NCC12CC3CC(CC(C3)C1)C2 (stereo not drawn)
 : 4	3	-3	-2.1	35	6	-2	-5
CCOC(=O)[C@@H]1[C@H]2COc3cc(OC)ccc3[C@@H]2N2C(=O)N(c3ccccc3)C(=O)[C@]12C
 : -9	11	0	1.1	35	2	-1	19
Fc1cc(F)cc(NC(=S)N2CCN(c3ncccn3)CC2)c1
 : 0	-1	-3	-1.2	25	-7	-2	16

Profiles as entered above. Order of values: Jurkat NFkB inh	Mdm2-MdmX inh	APJ agonist	UPR CHOP act	tim23-1 inh	697 NFkB inh	XBP1 UPR activ	APJ antagonist
Cc1ccc(N=C2NC(=O)/C(=C/C=C/c3ccco3)S2)cc1C reads 3	8	-1	4.4	-3	2	1	10
CCOC(=O)C(=O)N1CCN(c2nc(-c3ccc(Cl)cc3)cs2)CC1 reads 4	-4	-2	-1.3	25	9	-5	6
O=C(/C=C/c1ccco1)NC(=S)Nc1ccc(N2CCCC2)cc1 reads -6	61*	-2	0.5	18	9	-1	8
Cc1ccc(Cn2c(SCC(=O)N/N=C/c3ccccc3OCC(=O)O)nc3ccccc32)cc1 reads -2	-3	-5	1.1	18	4	-3	16

Carrying on.
The line under a structure holds: Jurkat NFkB inh	Mdm2-MdmX inh	APJ agonist	UPR CHOP act	tim23-1 inh	697 NFkB inh	XBP1 UPR activ	APJ antagonist
CCCN1CCN(CCCNC(=O)CCNC(=O)Cn2ccc3ccccc3c2=O)CC1
 : -1	37	-1	-0.5	15	-5	-1	4
CCOn1c(=O)c[n+]([O-])c2ccccc21
 : -2	7	-1	-0.1	19	-5	-5	7
CCOC(=O)c1c(CSCc2ccccc2)oc2ccc(O)c(CN(C)C)c12
 : -18	54*	1	-0.3	18	-33	5	-14
CC1(C)Cc2c(cnn2-c2ccccc2)C(NC(=O)CCCN2CCCCC2=O)C1 (stereo not drawn)
 : 17	0	1	1.2	2	-1	-3	12
O=C(Nc1ccccc1)Oc1cccc(Br)c1
 : -11	13	5	3.5	6	-16	7	-10
COc1ccc2c(c1)[C@H]1[C@H](CO2)[C@H](c2ccccc2)[C@]2(C)C(=O)Nc3cc(OC)c(OC)cc3C(=O)N12
 : -28	27	8	0.3	17	-129	0	-19
COCCN1C(=O)N(c2cccc(OC)c2)C(=O)C1CC(=O)Nc1ccc(Cl)cc1 (stereo not drawn)
 : 0	-19	1	1.5	7	2	-4	6
O=C(NCC1CCCO1)C1CCN(S(=O)(=O)c2cccnc2)CC1 (stereo not drawn)
 : 0	19	-1	1.4	-3	10	-5	4
COc1ccc(OC)c(NC(=O)c2c3c(nc4ccccc24)CCC3)c1
 : 5	-16	-1	0.3	18	5	-1	19
O=C(N/C(=C\c1ccc([N+](=O)[O-])cc1)C(=O)N1CCCCC1)c1ccco1
 : -20	12	1	-0.6	16	21	3	0
CC(=O)c1cccc(NC(=O)NCc2ccccn2)c1
 : -73	-22	-1	1.7	3	-84	-2	2
COc1cc(C(=O)NCC2(N(C)C)CCCCC2)ccc1OCc1ccccc1
 : -4	10	1	0.2	7	-2	2	0
O=C(NCCc1ccccc1)C1CC(=O)N(C2CCCC2)C1 (stereo not drawn)
 : 1	6	4	-0.1	8	-5	-5	-31
Cc1noc(C)c1C(=O)NCC(=O)Nc1ccccc1Br
 : 2	5	-3	0.3	2	0	-3	3
COc1cc2c(cc1NC(=O)CSc1ccc(Cl)cc1)oc1ccccc12
 : -3	31	-4	2.6	1	18	-3	9
N/C(=N\c1nc2c(c(=O)[nH]1)CCC2)Nc1ccccc1C(F)(F)F
 : 12	35	3	-1.7	5	25	1	5
Cc1ccc(C(=O)N2CCCC(CCC(=O)N3CCN(c4ccccn4)CC3)C2)cn1 (stereo not drawn)
 : 11	-5	-2	0.4	4	7	-5	-24
Cc1ccc2nc(-c3ccc(NC(=O)CN4C(=O)c5ccccc5C4=O)cc3)sc2c1
 : -108	-219	-3	3.2	9	-97	10	6
Cc1c(NC(=O)c2ccc([N+](=O)[O-])o2)cccc1-c1nc2ncccc2o1
 : 1	29	4	20	53*	9	-1	-54
CC1CCN(CCCNC(=O)Cn2ncc3c([nH]c4ccccc43)c2=O)CC1
 : -14	24	-2	-2.4	-12	0	-5	16
O=c1ccc(Oc2nc(N3CCOCC3)nc(N3CCOCC3)n2)nn1-c1ccccc1
 : -11	19	2	-0.5	15	-2	0	2
Cc1oc2ccc(O)cc2c1C(=O)OC(C)C
 : -5	-8	0	2.0	17	-8	4	5
CSc1nc2sc3c(c2c(=O)n1C1CCCCC1)CCN(C)C3
 : 3	1	5	-1.8	-6	-8	-1	1
Cn1c(CSc2ncccn2)nnc1SCC(=O)N1CCCc2ccccc21
 : -8	14	1	-1.2	-2	-3	-1	6
CCOC(=O)c1c(C)[nH]c(C)c1C(=O)COC(=O)Cc1ccc(OC)c(OC)c1
 : 6	2	-3	1.1	3	9	-3	-3
CSc1nc2sc3c(c2c(=O)n1CC(C)C)CC(C)(C)OC3
 : -4	-5	0	0.4	36	-33	-4	11
O=C(CCc1ccc(O)cc1)c1c(O)cc(O)cc1O[C@@H]1O[C@H](CO)[C@@H](O)[C@H](O)[C@H]1O
 : -3	-8	-2	-0.5	-6	25	-5	-14
Cc1cccc(N2CCN(C(=O)CCNC(=O)Cn3ccc4ccccc4c3=O)CC2)c1C
 : 0	-4	-4	-1.8	8	-13	0	-28
Cc1ccc(-n2c(SCC(=O)N/N=C/c3c(C)nn(-c4ccccc4)c3C)nc3ccccc3c2=O)cc1
 : 17	66*	-2	4.1	33	24	2	-11
Cn1c(CNC(=O)Nc2cccc(Cl)c2)nnc1SCc1ccccc1
 : -2	10	-4	0.6	16	3	-2	-1
CCCN1CNc2c(c(=O)[nH]c(=S)n2-c2ccc(Cl)cc2)C1
 : -13	13	-1	-0.6	2	12	-3	-2
COC(=O)NN1C(=O)C(c2ccccc2)=C(c2ccc(Cl)cc2)C1=O
 : -4	-9	-2	-0.3	29	-6	-3	2
